UBC13 polyUb: UBC13 polyubiquitin chain formation inhibitors, primary screen, biochemical, TR-FRET, uHTS | Ubiquitin-conjugating enzyme E2 N (Homo sapiens), P61088 | inhibition, % at 20 µM | 0.47% of 330,000 active; in the data active means inhibition above about 45%, passing the limit was not always enough
SENP6 inh: SENP6 protease inhibitors, primary screen, biochemical, luminescence, uHTS; 1.8% of 330,000 active; Recombinant SENP6 catalytic domain, aminoluciferin luminescence; inhibition, % at 10 µM; AID 2599, 2010;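 active means inhibition above about 50% at the single tested dose, limit read from the data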;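 further: plate controls were DMSO wells with enzyme for no effect and DMSO wells lacking enzyme for full effect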
SENP7 inh: SENP7 protease inhibitors, primary screen, biochemical, luminescence, uHTS; Sentrin-specific protease 7 (Homo sapiens), Q9BQF6; recombinant SENP7, Z-RLRGG-aminoluciferin luminescence, 40 min; inhibition, % at 5 µM; 1.5% of 330,000 active;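 active means inhibition above about 50% at the single test dose, limit read from the data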;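 further: plate controls were DMSO with enzyme for no effect and no enzyme buffer wells for full effect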
SENP8 block-1: human SENP8 protease inhibitors, primary screen, biochemical, fluorescence, Nedd8 protein substrate, uHTS | Sentrin-specific protease 8 (Homo sapiens), Q96LD8 | 0.64% of 360,000 active | AID 602440, 2012 | recombinant SENP8 | inhibition, % at 20 µM; in the data active means inhibition mostly above about 40%, no sharp cut-off; inactive means mostly below about 27%
SENP1 inh: human SENP1 catalytic domain inhibitors, primary screen, biochemical, FRET, uHTS. recombinant SENP1 catalytic domain, CyPet-SUMO1-YPet FRET cleavage. inhibition, % at 10 µM. 0.21% of 360,000 active. AID 624204, 2012;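 active means inhibition at least 30% at 10 µM, raw YFP signal under a set limit, fluorescence ratio 0.5 to 1.5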;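 further: 0% = enzyme with DMSO and 100% = no enzyme wells; some results filed as inactive read as strong as hits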
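system = hSENP1 catalytic domain, recombinant | reagent = SFCypet-SUMO1-SFYpet substrate at 25 nM | doses = one dose per compound, 10 µM, 0.5% DMSO | incubation = enzyme reaction for 50 min at room temperature, dark | measured by = FRET, CFP and YFP emission | controls = no-enzyme low, enzyme-DMSO high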
A3G deaminase: APOBEC3G DNA deaminase inhibitors, primary screen, biochemical, fluorescence, single-stranded DNA substrate, uHTS; DNA dC->dU-editing enzyme APOBEC-3G (Homo sapiens), Q9HC16; recombinant A3G, ssDNA deamination FAM/TAMRA fluorescence; inhibition, % at 20 µM; 0.28% of 330,000 active;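 active means inhibition of at least 40% at 20 µM, with no more than 30% in the related APOBEC3A deaminase screen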;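 further: plate controls were DMSO wells with A3G for no effect and wells lacking A3G enzyme for full effect; some compounds called inactive have numbers as strong as hits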
SENP8 block-2: SENP8 protease inhibitors, primary screen, biochemical, luminescence; AID 2540, 2010; 1.2% of 330,000 active; inhibition, % at 10 µM; Sentrin-specific protease 8 (Homo sapiens), Q96LD8; purified SENP8, Z-RLRGG-aminoluciferin cleavage; in the data active means inhibition above about 50%
Apaf1 inhib: inhibitors of human Apaf-1 apoptosome, primary screen, biochemical, DEVD-Rh110 fluorescence, uHTS | AID 489030, 2010 | 0.71% of 330,000 active | Apoptotic protease-activating factor 1 (Homo sapiens), O14727 | inhibition, % at 20 µM | reconstituted apoptosome caspase-3 activity; active means inhibition of at least 40% at 20 µM;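 further: plate controls were DMSO wells for no effect and DEVD-CHO caspase inhibitor wells for full effect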
Target sequence (O14727 whole entry, looked up): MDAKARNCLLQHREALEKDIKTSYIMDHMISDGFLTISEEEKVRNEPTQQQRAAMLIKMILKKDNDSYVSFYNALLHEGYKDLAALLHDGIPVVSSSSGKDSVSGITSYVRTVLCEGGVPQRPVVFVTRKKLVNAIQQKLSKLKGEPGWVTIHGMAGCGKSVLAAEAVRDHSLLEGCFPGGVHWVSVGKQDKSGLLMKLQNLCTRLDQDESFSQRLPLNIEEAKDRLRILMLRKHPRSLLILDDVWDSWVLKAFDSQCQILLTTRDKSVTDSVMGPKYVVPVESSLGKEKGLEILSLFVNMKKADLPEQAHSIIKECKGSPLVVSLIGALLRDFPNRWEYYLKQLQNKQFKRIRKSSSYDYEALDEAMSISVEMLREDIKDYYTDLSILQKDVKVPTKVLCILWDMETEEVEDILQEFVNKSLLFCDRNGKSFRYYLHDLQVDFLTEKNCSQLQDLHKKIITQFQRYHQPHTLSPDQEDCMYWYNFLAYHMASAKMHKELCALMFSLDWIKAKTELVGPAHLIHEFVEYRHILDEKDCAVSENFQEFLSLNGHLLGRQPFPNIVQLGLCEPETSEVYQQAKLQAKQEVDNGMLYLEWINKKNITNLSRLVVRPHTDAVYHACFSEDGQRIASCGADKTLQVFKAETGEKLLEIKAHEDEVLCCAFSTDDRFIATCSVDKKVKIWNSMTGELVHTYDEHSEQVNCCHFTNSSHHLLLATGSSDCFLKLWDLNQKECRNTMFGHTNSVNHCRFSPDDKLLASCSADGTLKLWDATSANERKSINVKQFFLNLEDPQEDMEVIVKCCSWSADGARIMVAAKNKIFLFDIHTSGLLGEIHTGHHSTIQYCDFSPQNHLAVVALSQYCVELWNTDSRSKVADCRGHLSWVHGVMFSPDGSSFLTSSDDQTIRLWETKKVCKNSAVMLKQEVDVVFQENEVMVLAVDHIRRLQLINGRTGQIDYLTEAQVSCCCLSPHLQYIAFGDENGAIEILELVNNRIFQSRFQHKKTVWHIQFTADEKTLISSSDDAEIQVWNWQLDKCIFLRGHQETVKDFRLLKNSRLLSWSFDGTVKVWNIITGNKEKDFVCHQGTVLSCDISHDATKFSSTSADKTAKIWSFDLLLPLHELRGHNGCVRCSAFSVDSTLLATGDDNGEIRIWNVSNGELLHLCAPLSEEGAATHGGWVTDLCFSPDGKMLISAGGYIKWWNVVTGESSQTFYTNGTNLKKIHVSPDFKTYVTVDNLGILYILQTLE
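Assay system: Apoptosome proteins | Medium: pH 7.5 Hepes buffer with CHAPS, BSA, DTT | Also added: Cytochrome c and DEVD-Rh110 substrate | Times: 30 min plus 50 min, RT | Detection: Rhodamine 110 fluorescence at Ex 480/Em 540 nm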
Numbers without * were called inactive.

Results follow in this order: UBC13 polyUb, SENP6 inh, SENP7 inh, SENP8 block-1, SENP1 inh, A3G deaminase, SENP8 block-2, Apaf1 inhib
- CCN(C(=O)CSc1nnc2ccccn12)c1c(N)n(Cc2ccccc2)c(=O)[nH]c1=O
    -8, -14, -2, -28, -2, -14, -9, 7
- CCc1c(C)nc(N2CCN(Cc3ccccc3)CC2)[nH]c1=O
    4, -17, 13, 17, 0, -5, -1, 2
- COc1cc(OC)cc(-c2nc3cc(C)ccc3o2)c1
    10, 97*, 98*, -39, -1, -4, 94*, 16
- CCCc1nc2oc3ccccc3c(=O)c2c(=O)n1-c1ccc(C)cc1
    0, -13, -3, 6, -6, -2, 2, -15
- O=C(c1nnc(-c2ccc(Cl)cc2)o1)C1CCCC1
    13, -4, 4, 8, 1, -15, -1, 5
- O=C(O)c1ccc2c(=O)n3c(nc2c1)/C(=C/c1ccc(Cl)cc1Cl)CC3
    2, 0, 2, -308, 2, -5, 9, 18
- COc1ccccc1N1CCN(C(c2cccs2)C(C)NC(=O)c2ccco2)CC1 (stereo not drawn)
    2, -20, -3, 22, -1, 4, -8, 21
- CCOc1ccc(CN2CCNC(=O)C2CC(=O)N(C)CC2CCOCC2)cc1 (stereo not drawn)
    6, 3, 2, -6, -6, -12, 0, -10
- COCCn1c(=O)c2c(nc3n2CC(C)CN3CCc2ccccc2)n(C)c1=O (stereo not drawn)
    0, 4, 7, 3, -2, 2, 0, 9
- C=CCNC(=O)C(C(=O)OCC)C1CCCCC1 (stereo not drawn)
    -2, 6, 9, 0, -1, -1, 1, -3

Going on with the list.
Results follow in this order: UBC13 polyUb, SENP6 inh, SENP7 inh, SENP8 block-1, SENP1 inh, A3G deaminase, SENP8 block-2, Apaf1 inhib
- S=c1[nH]nc(-c2ccc(Br)cc2)n1Cc1ccco1
    -7, 1, -2, 14, 0, 30, 8, 10
- COc1ccc(OCC(=O)OCC(=O)Nc2ccc3[nH]c(=O)[nH]c3c2)cc1
    5, 7, -3, -2, 4, 2, -3, -24
- Cc1c(C(=O)N2CCCCC2)c(S(=O)(=O)N2CCN(c3ccc(F)cc3)CC2)c(C)n1C
    -1, -8, -16, 9, 0, -10, 3, 6
- NC1=NC[C@@H](Cc2ccc(O)cc2)N1CCc1cccc(F)c1
    8, -12, 1, -6, -6, -5, -4, 0
- CCSc1nnc(NS(=O)(=O)c2ccc(C)cc2)s1
    -2, -3, -4, 12, 0, -4, -7, 0
- Fc1ccc(-c2nc3ccccc3[nH]2)cc1
    6, 83*, 83*, 10, -1, -9, 64*, -8
- COC(=O)/C(C#N)=C1/C=Cc2ccccc2N1C
    2, 1, 1, 38, -3, -1, -3, 0
- Cc1ccc(C)c(OCCN2C(=O)NC3(CCc4ccccc4C3)C2=O)c1 (stereo not drawn)
    10, 0, 5, 24, 4, -6, -2, 10
- CCOc1ccccc1/C=N/NC(=O)CSc1n[nH]c(=O)[nH]c1=O
    -10, -6, -13, -2, 0, -9, -6, 1
- Cc1ccc(CSc2nnc(-c3cccc(S(=O)(=O)N4CCOCC4)c3)n2C2CCCC2)cc1
    -10, -9, 5, 20, 1, -8, 3, 32

Of the compounds above, 2 contain two or more sulfur atoms:
Results follow in this order: UBC13 polyUb, SENP6 inh, SENP7 inh, SENP8 block-1, SENP1 inh, A3G deaminase, SENP8 block-2, Apaf1 inhib
- CCSc1nnc(NS(=O)(=O)c2ccc(C)cc2)s1
    -2, -3, -4, 12, 0, -4, -7, 0
- Cc1ccc(CSc2nnc(-c3cccc(S(=O)(=O)N4CCOCC4)c3)n2C2CCCC2)cc1
    -10, -9, 5, 20, 1, -8, 3, 32

Next entries follow.
Results follow in this order: UBC13 polyUb, SENP6 inh, SENP7 inh, SENP8 block-1, SENP1 inh, A3G deaminase, SENP8 block-2, Apaf1 inhib
- COC(=O)N/N=C\c1ccc(OC/C=C/c2ccccc2)cc1
    1, -3, 2, -3, 2, -8, -5, 3
- CC(C)Oc1ccccc1C1CC(=O)Nc2cc3c(cc21)OCO3 (stereo not drawn)
    -3, -6, -11, 8, 1, -6, -9, 15
- O=C(c1ccc(Br)cc1)N1CCC2(CC1)NCCc1[nH]cnc12
    0, 11, -2, -26, -4, -4, -6, -13
- Cc1cc(C(=O)NCC(=O)OCC(=O)N(C(C)C)C(C)C)ccc1[N+](=O)[O-]
    -17, -8, -4, 5, 2, -4, -14, -5
- COc1ccc(-c2cc(C(=O)Nc3cc(Br)ccc3O)no2)cc1
    -2, -6, -7, 10, 2, 0, -1, -6
- COc1ccc(C(=O)NC2CCSc3ccccc32)cc1S(=O)(=O)N1CCOCC1 (stereo not drawn)
    0, 6, -3, 0, 2, -4, 6, 2
- CCc1ccc(-c2csc(NC(=O)C3CC(=O)N(c4ccc5c(c4)OCCO5)C3)n2)cc1 (stereo not drawn)
    -5, 12, -1, 11, -1, -2, 3, -2
- CCN(CC)S(=O)(=O)c1ccc(Cl)c(C(=O)Oc2cccc(-c3cnc4ccccc4n3)c2)c1
    -9, 3, 41, 19, 1, -5, 11, 18
- CCC1=NNC(=O)C(CC(=O)Nc2ccccc2)c2cc(OC)c(OC)cc21 (stereo not drawn)
    -2, -3, 4, 10, 0, -3, -9, 8
- O=c1oc(-c2cccnc2)nc2ccccc12
    -11, 8, 2, 0, 3, 5, -1, -7

(next part)
Results follow in this order: UBC13 polyUb, SENP6 inh, SENP7 inh, SENP8 block-1, SENP1 inh, A3G deaminase, SENP8 block-2, Apaf1 inhib
- Cc1ccc(S(=O)(=O)Nc2c(C)n(C)n(-c3ccccc3)c2=O)cc1C(=O)OC(C)C(=O)N(C)c1ccccc1 (stereo not drawn)
    10, 7, -7, 4, 0, -3, 7, -8
- COc1ccc(/C=C2\SC(=O)N(CCCC(=O)Nc3cc(Cl)ccc3C(=O)O)C2=O)cc1
    -37, 17, -8, -3, 1, -5, -4, 16
- O=C(COc1ccccc1[N+](=O)[O-])Nc1ccc(NC(=O)c2cc3ccccc3o2)cc1
    -5, -12, 7, 8, -1, -1, 7, -11
- CCC1C(=O)N(C)CCc2ccccc21 (stereo not drawn)
    0, -8, 0, 12, 4, -9, -1, -4
- CN1CCN(S(=O)(=O)c2cccc(C(=O)NC3(C)CCS(=O)(=O)C3)c2)CC1 (stereo not drawn)
    12, -11, 6, 3, -1, -6, -8, -13
- NS(=O)(=O)c1cccc2cccnc12
    -2, -1, 10, 11, 2, 16, 6, 1
- COC(=O)CCCC(=O)NC1CCCc2c1cnn2-c1ccc(F)cc1F (stereo not drawn)
    3, 4, 3, 3, -1, -9, -1, -6
- Cc1nn(-c2ccccc2)nc1C(=O)NN
    1, -6, 0, 4, 0, -5, 1, -27
- O=C(CN1CCN(C(c2ccccc2)c2ccccc2)CC1)Nc1ccc(N2CCOCC2)cc1
    -16, -13, -2, 17, -1, -3, -6, 15
- CCC(=O)N1c2ccc(S(=O)(=O)N3CCN(c4ccc([N+](=O)[O-])cc4)CC3)cc2CC1C (stereo not drawn)
    -11, -1, 10, -23, -7, -2, -4, 6

Another view of part of the listing above:
SMILES,UBC13 polyUb,SENP6 inh,SENP7 inh,SENP8 block-1,SENP1 inh,A3G deaminase,SENP8 block-2,Apaf1 inhib
COc1ccc(/C=C2\SC(=O)N(CCCC(=O)Nc3cc(Cl)ccc3C(=O)O)C2=O)cc1,-37,17,-8,-3,1,-5,-4,16
O=C(COc1ccccc1[N+](=O)[O-])Nc1ccc(NC(=O)c2cc3ccccc3o2)cc1,-5,-12,7,8,-1,-1,7,-11
CCC1C(=O)N(C)CCc2ccccc21 (stereo not drawn),0,-8,0,12,4,-9,-1,-4
CN1CCN(S(=O)(=O)c2cccc(C(=O)NC3(C)CCS(=O)(=O)C3)c2)CC1 (stereo not drawn),12,-11,6,3,-1,-6,-8,-13
NS(=O)(=O)c1cccc2cccnc12,-2,-1,10,11,2,16,6,1
COC(=O)CCCC(=O)NC1CCCc2c1cnn2-c1ccc(F)cc1F (stereo not drawn),3,4,3,3,-1,-9,-1,-6

(further entries)
Results follow in this order: UBC13 polyUb, SENP6 inh, SENP7 inh, SENP8 block-1, SENP1 inh, A3G deaminase, SENP8 block-2, Apaf1 inhib
- Cc1cc(C)nc(N/C(=N/S(=O)(=O)Cc2ccccc2)Nc2ccccc2)n1
    3, 4, -3, 12, 1, -3, 10, 2
- Cc1cc(N2CCOCC2)n2ncc(-c3ccccc3)c2n1
    8, 47, 57*, -260, -1, -7, 40, -16
- Cc1cc(C)n(-c2nc3c(c(=O)[nH]c(=O)n3C)n2C)n1
    1, 1, -3, 16, 1, 2, 10, -13
- COc1ccc(C2/C=C\CN(C(=O)C3CC3)[C@H](Cc3ccccc3)C(=O)N2Cc2ccc(F)cc2)cc1 (stereo partly drawn)
    -11, -8, -2, 9, 0, -7, 20, 3
- COc1cccc(C(=O)/C=C/Nc2ccc(S(=O)(=O)Nc3cc(OC)nc(OC)n3)cc2)c1
    -1, -8, -4, -294, -42, 2, -11, 8
- CCC(=O)OC1(C)C(=O)C=C2C=C(C3CC3)OC=C2C1=O (stereo not drawn)
    -12, 8, -1, -52, -21, -1, 0, 17
- CN1C(=O)OC(C)(CCc2ccccc2)C1(C)O (stereo not drawn)
    4, -9, 1, 5, 2, -1, 3, 0
- COc1cc2c(cc1OC)C(C)N(C(=O)c1ccc(C)o1)CC2 (stereo not drawn)
    10, 5, 4, 6, -3, -7, 7, -1
- COc1ccc(C2Nc3ccccc3C(=O)N2NS(=O)(=O)c2ccccc2)c(OC)c1 (stereo not drawn)
    11, -16, -7, -303, 1, -3, -2, 16
- CCOc1ccccc1NC(=O)NC1CC2CCCC(C1)N2Cc1nnnn1CCc1ccccc1 (stereo not drawn)
    -4, -8, -8, 17, -1, -4, -9, 21

(listing goes on)
Results follow in this order: UBC13 polyUb, SENP6 inh, SENP7 inh, SENP8 block-1, SENP1 inh, A3G deaminase, SENP8 block-2, Apaf1 inhib
- Cc1ccc(N2CC(C(=O)Nc3ccc(C)c(S(=O)(=O)N(C)C)c3)CC2=O)cc1 (stereo not drawn)
    7, 8, -5, 22, 1, -5, 5, -9
- CCCCCOc1ccc(/C=C/c2c([N+](=O)[O-])c(=O)n(C)c(=O)n2C)cc1
    0, -8, -5, 24, 1, 1, 5, 20
- COC(CNC(=O)c1c[nH]c2ccc(S(=O)(=O)N(C)c3ccc(F)cc3)cc2c1=O)OC
    -4, 2, -4, -104, -1, -1, -6, -2
- O=C(CNC1CCCCCC1)c1cccs1
    5, 3, -1, 14, 2, -3, -5, -1
- CCC(=O)OCCNc1cc(Sc2nc3ccccc3s2)c2nonc2c1[N+](=O)[O-]
    -34, 72*, 44, 60*, -14, 12, 41, 46*
- CCC(C)Nc1nc2c(c(=O)[nH]c(=O)n2C)n1CCCc1ccccc1 (stereo not drawn)
    -2, 6, 2, 8, 1, 7, -8, 8
- COC(=O)c1ccc(N=Cc2c(-c3ccccc3)[nH][nH]c2=O)cc1
    -6, 3, -4, 18, 0, -9, 2, -16
- CC(C)=CC(=O)Nc1ccc(S(=O)(=O)Nc2ccccn2)cc1
    -6, 10, -3, -156, 1, -8, 4, -11
- CCCc1cc2c(=O)c(-c3ccc4c(c3)OCCO4)coc2cc1OS(C)(=O)=O
    1, 4, -11, 8, 2, -4, -9, 21
- Cc1ccc(C)c(NC(=O)c2cc3c([nH]c4ccccc43)c(C)n2)c1
    2, -10, -8, -360, -27, 0, -6, -12
